High-throughput results from PubChem BioAssay.
GLP1R ag – activates the human GLP-1 receptor; P43220; HEK293 GLP-1R CRE-luciferase, luminescence, 4-6 h; cells express a hypersensitive GLP-1R form; Potency, µM (highest dose often 45.6 µM), for the others: top-dose activation, actives largely listed as activators; actives 0.007% (n = 380,000); AID 624172; note: potency is the fitted concentration of half-maximal effect; % of control where 0% means no effect
Target sequence (P43220 whole entry, looked up): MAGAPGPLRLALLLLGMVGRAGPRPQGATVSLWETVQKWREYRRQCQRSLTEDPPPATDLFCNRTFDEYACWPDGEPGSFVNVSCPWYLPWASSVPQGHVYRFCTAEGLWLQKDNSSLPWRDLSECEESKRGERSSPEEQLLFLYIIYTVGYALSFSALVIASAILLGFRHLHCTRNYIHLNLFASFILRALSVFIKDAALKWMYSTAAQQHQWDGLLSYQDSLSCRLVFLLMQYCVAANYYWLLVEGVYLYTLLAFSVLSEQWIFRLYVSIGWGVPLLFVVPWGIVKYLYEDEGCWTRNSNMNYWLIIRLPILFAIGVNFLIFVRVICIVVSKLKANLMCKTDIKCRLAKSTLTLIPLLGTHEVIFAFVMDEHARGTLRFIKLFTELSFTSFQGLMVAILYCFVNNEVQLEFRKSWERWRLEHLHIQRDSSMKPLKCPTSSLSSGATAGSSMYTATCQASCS
EPAC1 antagonist – EPAC1 (human) antagonism | O95398 | EPAC1 GEF assay, Rap1b-BODIPY-GDP exchange fluorescence | Potency, µM (top dose mostly 115 µM), without a hit: at the top dose activity change, negative = inhibition, hits mostly inhibitors | actives 0.14% (n = 360,000) | AID 720709;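 note: potency is the fitted concentration of half-maximal effect; plate controls were vehicle for no effect and positive control for full effect; nearly all actives have a fitted effect of over 50% in size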
EPAC1 agonist – EPAC1 (human) agonism. O95398. EPAC1 agonist qHTS, biochemical assay; response scale: 100% = response to 6.5 mM cAMP. Potency, µM (series often up to 154 µM), for inactives: at the top dose activation, actives largely listed as activators. actives 0.073% (n = 360,000). AID 720707; note: potency is the fitted concentration of half-maximal effect; nearly all actives have a fitted effect of over 60% in size
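Normalized to 6.5 mM cAMP, activity reflects EPAC1-catalysed release of BODIPY-GDP from Rap1B, followed kinetically over 30 min at 480 nm excitation, 540 nm emission. Reaction contained 100 nM EPAC1, 250 nM Rap1B-BODIPY-GDP, 50 uM GDP.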
HEK293 tox – cytotoxicity in counter-screen for GLP-1R inverse agonists; AID 624418; HEK293 cAMP-luciferase reporter cells, luminescence, 24 h; actives 0.13% (n = 410,000); Potency, µM (doses to about 38.3 µM), for the others: at the highest dose activity change, negative = inhibition, actives largely listed as inhibitors;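 note: loss of luciferase light is scored as toxicity; potency is the fitted concentration of half-maximal effect; % is set by controls: 0 for no effect and ±100 for the full control effect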
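Quantitative HTS format, 1536 wells, 200 cells/uL seeded. Compounds: 23 nL, 24 h, 37 °C. Detection: luciferase reagent, luminescence at 12 min RT; decreased signal taken as cytotoxic.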
PTHR1 ag – agonists of human PTHR1 parathyroid hormone receptor; Q03431; HEK293 GP2 PTHR1 cells, GloSensor cAMP luminescence, 1 h; Potency, µM (top dose mostly 115 µM), without a hit: at the highest dose activation, usual class: activators; actives 0.075% (n = 410,000); note: potency is the fitted concentration of half-maximal effect; nearly all actives have a fitted effect of over 55% in size; some results filed as inactive show a strong effect at the top dose; inactives centre near -15; many of its hits are not listed in these tables
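HEK-293-derived GP2 cells expressing PTHR1 and a GloSensor cAMP reporter, 3,000/well, plated overnight, given luciferin plus IBMX (each 0.5 mM as added) for 1 h at 37 °C, then compound for 1 h at 37 °C. Luminescence was read after 15 min at room temperature.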
IL-2 act – IL-2 activation. IL-2 activation reporter assay, cell-based qHTS; stimulated with anti-CD3/CD4/CD28 beads; in transgenic mouse T cells. activation, % (series mostly up to about 46 µM). actives 0.065% (n = 360,000). AID 652025; in the data active = activation above about 50%; inconclusive = mostly about 30% to 49%; note: 0% is about no effect
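Readout is EGFP and DsRed signal by fluorescent plate cytometry after 18 h at 37 degrees C. Transgenic mouse T cells (750/well) received compound for 60 min before bead stimulation (anti-CD3, anti-CD4, anti-CD28); memory T cells served as non-tolerant control.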
GLP1R inv ag – acts as inverse agonist at human GLP-1 receptor. actives 1.6% (n = 410,000). HEK293 GLP-1R CRE-luciferase, luminescence, 24 h; GLP-1R form is constitutively active. Potency, µM (series often up to 38.3 µM), inactives show at the top dose activity change, negative = inhibition, most hits filed as inhibitors; note: potency is the fitted concentration of half-maximal effect; % is set by controls: 0 for no effect and ±100 for the full control effect; nearly all actives have a fitted effect of over 55% in size
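Inverse agonism was detected as reduced cAMP-driven luciferase luminescence after 24 h compound treatment. The cells were HEK293 clones expressing constitutively active human GLP-1R with the reporter. Reporter-only and GPR119 cell lines served as counterscreen controls.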
PI5P4Ka inh – PI5P4K alpha (human) kinase inhibition; max response, %; actives 1.2% (n = 330,000); PI5P4Kalpha enzyme, ADP-Glo luminescence, 60 min; stronger effect = lower value; P48426; active = max response of -50% or lower; inconclusive = between -30% and -50%; inactive = -30% or higher; note: value at the top dose of about 77 µM; % is set by controls: 0 for no effect and ±100 for the full control effect
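Single end-point luminescence (ADP-Glo) quantified ADP from PI5P4Kalpha turnover; ATP 5 microM final, 1 h at RT, 0.1% CHAPS and 0.28 mM EGTA in HEPES pH 7.4.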
PLK1 PBD block – PLK1 (human) polo-box domain binding inhibition | AID 720504 | P53350 | Plk1 PBD binding of FITC phosphopeptide, fluorescence polarization | actives 2.8% (n = 360,000) | Potency, µM, without a hit: max response, negative = inhibition, usual class: inhibitors; note: potency is the fitted concentration of half-maximal effect; series mostly up to about 57 µM; % is set by controls: 0 for no effect and ±100 for the full control effect; nearly all actives have a fitted effect of over 65% in size
Target sequence (P53350 whole entry, looked up, the tested form may be a part): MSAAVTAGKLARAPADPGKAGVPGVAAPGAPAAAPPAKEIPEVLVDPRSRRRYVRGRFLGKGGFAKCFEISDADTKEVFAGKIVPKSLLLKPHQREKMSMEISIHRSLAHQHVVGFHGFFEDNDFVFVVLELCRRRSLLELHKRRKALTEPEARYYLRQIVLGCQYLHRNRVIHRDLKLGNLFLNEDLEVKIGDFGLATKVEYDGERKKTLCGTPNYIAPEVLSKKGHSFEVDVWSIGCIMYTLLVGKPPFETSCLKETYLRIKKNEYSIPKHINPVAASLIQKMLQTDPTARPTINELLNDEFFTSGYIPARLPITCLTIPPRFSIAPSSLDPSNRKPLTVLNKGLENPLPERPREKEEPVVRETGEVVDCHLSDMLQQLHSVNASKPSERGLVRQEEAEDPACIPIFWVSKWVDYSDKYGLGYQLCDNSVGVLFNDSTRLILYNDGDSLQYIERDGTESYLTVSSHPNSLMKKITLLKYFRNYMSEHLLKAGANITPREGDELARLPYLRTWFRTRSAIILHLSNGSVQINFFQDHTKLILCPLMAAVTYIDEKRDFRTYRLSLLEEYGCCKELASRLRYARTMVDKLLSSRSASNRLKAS
Active calls of the source: *; i = inactive; ? = inconclusive; . = not tested or not shown; & = joins results of further samples; [ ] = dose if it differs, or a comment. Unless noted, calls come from the whole dose curve; as a rule, active = well fitted curve in the direction sought with a large enough effect; inconclusive = small, poorly fitted or top-dose-only effect, or another doubt; inactive = no such curve, though single readings can be large; an effect the other way counts as inactive or inconclusive. These rows are one share of the data; count on the stated rates, not on these rows.

SMILES	GLP1R ag	EPAC1 antagonist	EPAC1 agonist	HEK293 tox	PTHR1 ag	IL-2 act	GLP1R inv ag	PI5P4Ka inh	PLK1 PBD block
O=C(c1cc(COc2ccc(F)cc2F)on1)N1CCCC(c2ccccc2)C1 (configuration not stated)	17%	-20%	12%	-6%	-10%	-2.9	?	11	-4%
CCOC(=O)c1cc2c(c(-c3cccc(C#Cc4ccc(OC)c(OC)c4)c3)n1)[C@@H](CCO)N(S(=O)C(C)(C)C)C2 (some centres not stated)	-1%	9%	-3%	3%	-16%	-0.1	32%[activator]	0	-14%
O=C(CSc1ccc2nnc(-c3ccccn3)n2n1)Nc1ccccc1F	-1%	-8%	-8%	1%	i	-2.0	16%	-1	1%
Cc1ccc(NC(=O)COC(=O)C2CC2C)c(S(=O)(=O)N2CCCCC2)c1 (configuration not stated)	6%	-6%	3%	-10%	-3%[57.5 µM]	-0.7	-22%	0	0%
CC1S/C(=N/N=C/c2cccs2)NC1=O (configuration not stated)	9%	2%	-8%	-20%	i	-1.1	4%	2	-1%
Cc1nnc(SCC(=O)Nc2ncc(Cc3ccc(F)cc3)s2)n1N	5%	8%	-5%	-2%	0%	-0.3	3%	2	-4%
CC(C)CCN(C(=O)CCSc1ccc(F)cc1)c1c(N)n(Cc2ccccc2)c(=O)[nH]c1=O	-12%	0%	-16%	0%	i	-0.9	-6%	-6	-28%
Cc1sc2nc(C(C)Nc3ccccc3N3CCOCC3)[nH]c(=O)c2c1C (configuration not stated)	0%	?	10%	-8%	-12%[57.5 µM]	2.3	?	4	0%
CN(Cc1ccccc1)C(=O)c1ccc(NC(=O)Cc2ccc(NC(=O)C3CCCN(S(=O)(=O)c4cccc([N+](=O)[O-])c4)C3)cc2)cc1 (configuration not stated)	-4%	-4%	3%	-5%	-51%[inhibitor]	0.2	?	1	-8%
Cc1ccc(CSCCC(=O)NCCc2ccc(Cl)cc2)cc1	1%	-7%	-1%	2%	-24%	-1.2	?	12	-10%
CCCN1CCC(NC(=O)CC2C(=O)NCCN2Cc2ccccc2C)CC1 (configuration not stated)	0%	10%	-3%	0%	-9%	-2.3	1%	-3	-20%
O=S(=O)(NCc1cccnc1)c1cccc2cccnc12	-9%	-24%	13%	8%	-7%[57.5 µM]	1.4	-2%	.	-7%
C/C(=N\NC(=O)CN1CCN(Cc2ccccc2)CC1)c1cccs1	1%	0%	12%	0%	-7%	-0.1	-16%	1	-4%
O=C(COC(=O)C1COc2ccccc2O1)Nc1ccccc1OC(F)F (configuration not stated)	0%	-6%	7%	4%	i	0.8	3%	4	-5%
COc1cc(Cl)c(C)cc1NC(=O)c1ccccc1-n1cnnn1	16%	4%	6%	0%	-11%	2.4	2%	1	-7%
O=S(=O)(Nc1ccc2c(c1)OCCO2)c1ccc(F)cc1	3%	-3%	8%	4%	i	-1.0	0%	.	-7%
COc1ccc(CN2CCCCCC2)cc1	-3%	-19%	-2%	2%	i	1.2	17%	-7	-3%
CCN(CC)S(=O)(=O)c1ccc(NC(=O)C2CCCO2)cc1 (configuration not stated)	8%	-8%	5%	-21%	i	1.4	-6%	.	-7%
O=S(=O)(c1ccc(F)cc1)N1CCC(N2CCCC2)CC1	-3%	-1%	-7%	4%	-21%	-2.0	-1%	6	-9%
C/C(=N\NC(=O)c1ccc(COc2ccccc2)cc1)c1ccncc1	8%	19%	9%	-18%	i	0.8	-18%	7	-2%
Cc1ccc(C)c(N2C(=O)C3C4C=CC(CC4)C3C2=O)c1 (configuration not stated)	6%	-5%	6%	-10%	i	-2.0	-22%	9	-7%
O=C(Nc1ccc(N2CCOCC2)cc1)c1csc([C@@H]2O[C@H](CO)[C@H](O)[C@H](O)[C@H]2O)n1	3%	-30%	3%	-5%	-17%	0.8	21%	-4	-12%
CC(=O)C1=C(O)C(=O)N(c2ccc(C(=O)O)cc2)C1c1ccc([N+](=O)[O-])cc1 (configuration not stated)	-2%	-8%	5%	-5%	-24%	-0.3	9%	4	2%
NCC12CC3CC(CC(O)(C3)C1)C2	-2%	13%	4%	6%	-24%[57.5 µM]	1.8	1%	.	-3%
CC(=O)c1ccc(N2C(=NC(=O)C(C)C)SC3CS(=O)(=O)CC32)cc1 (configuration not stated)	-4%	16%	0%	-3%	5%	1.5	1%	0	-7%

By substructure, the compounds so far containing a thiophene ring, fused or not (3)
SMILES	GLP1R ag	EPAC1 antagonist	EPAC1 agonist	HEK293 tox	PTHR1 ag	IL-2 act	GLP1R inv ag	PI5P4Ka inh	PLK1 PBD block
CC1S/C(=N/N=C/c2cccs2)NC1=O (configuration not stated)	9%	2%	-8%	-20%	i	-1.1	4%	2	-1%
Cc1sc2nc(C(C)Nc3ccccc3N3CCOCC3)[nH]c(=O)c2c1C (configuration not stated)	0%	?	10%	-8%	-12%[57.5 µM]	2.3	?	4	0%
C/C(=N\NC(=O)CN1CCN(Cc2ccccc2)CC1)c1cccs1	1%	0%	12%	0%	-7%	-0.1	-16%	1	-4%

More records follow.
SMILES	GLP1R ag	EPAC1 antagonist	EPAC1 agonist	HEK293 tox	PTHR1 ag	IL-2 act	GLP1R inv ag	PI5P4Ka inh	PLK1 PBD block
O=C1NC(=S)SC1=Cc1ccccc1Cl	2%	?	-1%	?	-24%	-0.1	?	-79*	21µM*
O=C(NCCN1CCOCC1)C12CC3CC(C1)CC(c1ccccc1)(C3)C2	4%	1%	6%	24%[7.66 µM]	-17%	-0.7	12%[7.66 µM]	4	-12%
CCOC(=O)C1CCN(C(=O)c2oc3ccc(S(=O)(=O)N4CC(C)CC(C)C4)cc3c2C)CC1 (configuration not stated)	-2%	-6%	10%	-3%	-31%	-3.1	?	.	-7%
O=C(Nc1cccc(Cl)c1)c1cccc(N2C(=O)C3CC=CCC3C2=O)c1 (configuration not stated)	11%	-1%	13%	-6%	-10%	-0.1	?	-6	-20%
Cc1ccc2nc(-c3ccc(SCC(=O)O)nc3)[nH]c2c1	-8%	0%	4%	25%	-17%[57.5 µM]	0.2	-14%	-21	-29%
CCOC(=O)N1CCN(C(=O)CS(=O)(=O)c2cn(Cc3ccc(F)cc3)c3ccccc23)CC1	6%	3%	-17%	-2%	i	-1.7	4%	-4	1%
Cc1ccc(NC(=O)CSc2ncccn2)cc1S(=O)(=O)N1CCOCC1	-1%	7%	-3%	-14%	i	-1.2	14%	-13	-17%
CCOc1ccccc1NC(=S)N1CCN(c2cccc(C)c2C)CC1	-5%	5%	23%	1%	-21%	-0.7	?	13	-4%
CC1CCN(C(=O)C2CCN(S(=O)(=O)c3cc(Cl)ccc3Cl)CC2)CC1	6%	-5%	2%	-17%	-6%	0.5	4%	-1	-1%
O=C(NC(=S)N(Cc1ccccc1)c1ccccn1)C1CC1	0%	-25%	1%	2%	23%	0.2	-6%	-1	21µM*
COc1ccc(C(C(=O)NCC2CCCO2)N(Cc2ccccc2)C(=O)c2snc(C(N)=O)c2N)cc1OC (configuration not stated)	-1%	-14%	5%	-13%	-8%	-0.8	13%	2	2%
O=C(CSc1cccc[n+]1[O-])Nc1ccc2c(c1)OCCO2	10%	-2%	3%	-9%	i	2.2	1%	1	-7%
FC(F)(F)c1cccc(-c2nc3ccccc3n2C(c2ccccc2)c2nc3ccccc3[nH]2)c1 (configuration not stated)	.	-11%	4%	-24%	-7%	-0.4	?	-4	-1%
CCOC(=O)c1c(C)[nH]c(C(=O)OCC(=O)N(C)CC(=O)Nc2ccccc2Cl)c1C	10%	-7%	-14%	-11%	-68%[inhibitor]	0.0	-6%	1	-2%
c1cc2ccc3ccc(-n4cnnn4)c4ccc(c1)c2c34	12%	-14%	2%	-9%	-8%[57.5 µM]	-0.8	38%[activator]	0	-1%
CC(C)(C)NC(=O)CSc1nccn1Cc1ccccc1	-2%	17%	1%	-8%	i	0.1	12%	.	-10%
O=C(O)c1ccc(N/N=C/c2ccc(OC(=O)c3cccc(Cl)c3)cc2)cc1	-1%	?	18%	-2%	-17%	0.9	?	-6	21µM*
Cn1c(/N=C/c2cc(Cl)ccc2O)nc2ccccc21	0%	-6%	-2%	10%	-2%[57.5 µM]	0.8	-9%	.	-14%
CN1OC[C@@H]2CN[C@H](c3ccc(-c4ccccc4)cc3)C[C@@H]21	6%	-13%	7%	-20%	-63%	1.4	?	1	6%
COc1nc(Nc2ccc(O)cc2)nc(OC(C(F)(F)F)C(F)(F)F)n1	11%	-3%	-17%	-15%	-11%[57.5 µM]	0.2	?	8	-2%
Cc1csc(NC(=O)CCC(=O)N(CC(=O)NC2CCCC2)Cc2ccccc2)n1	10%	-7%	-2%	12%	i	3.3	16%	1	-2%
COC(=O)c1ccc2c(c1)S(=O)(=O)NC(=NCc1ccco1)S2	0%	0%	0%	-16%	-9%[57.5 µM]	2.9	-2%	-2	-8%
CC(O)(c1cccc(F)c1)c1nc(-c2cncnc2)cs1 (configuration not stated)	7%	2%	-8%	3%	i	-0.2	0%	0	-3%
CCCCOc1ccccc1C1NC(=O)NC(C)=C1C(=O)OCCOC (configuration not stated)	-4%	-1%	6%	0%	-6%[57.5 µM]	-2.0	-14%	.	1%
COc1cc(NCC(=O)Nc2cccc(S(=O)(=O)N3CCCCC3)c2)cc(OC)c1OC	0%	-3%	-2%	-7%	11%	0.1	8%	3	-6%
COc1ccc(NC(=O)/C(=C\c2cccnc2)NC(=O)c2cccs2)cc1	-11%	-3%	-4%	7%	i	0.5	19%	1	-7%
C/C(N)=C(/C#N)C(=O)CSc1nnc(-c2ccc(OC(F)F)cc2)o1	6%&0%	-1%&8%	6%&5%	?	?	1.0&0.2	-1%&-1%	?	-12%&-2%
COCc1c(C(=O)N2CCN(Cc3nc4ccccc4s3)CC2)oc2ccccc12	3%	-6%	-1%	13%	-86%[inhibitor]	-0.3	?	6	-14%
COc1ccc(C(C)=O)c2c1OCCO2	1%	-18%	6%	2%	i	0.1	53%[activator]	-4	-27%
